GalR3 antagonist – human GalR3 antagonism | O60755 | HEK293 GalR3-CNG cAMP membrane potential fluorescence; galR3 body fused to GalR1 C-terminus | inhibition, % at 3 µM | actives 0.44% (n = 360,000);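 active = inhibition above the screen-wide average plus 3 SD, cut at about 13% in these data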;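 note: forskolin and galanin both at EC90 stimulate the cells; cAMP rise reported by CNG channel membrane potential dye signal; 0% = forskolin plus galanin with DMSO and 100% = forskolin alone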
Target sequence (O60755 1-299 limits assumed): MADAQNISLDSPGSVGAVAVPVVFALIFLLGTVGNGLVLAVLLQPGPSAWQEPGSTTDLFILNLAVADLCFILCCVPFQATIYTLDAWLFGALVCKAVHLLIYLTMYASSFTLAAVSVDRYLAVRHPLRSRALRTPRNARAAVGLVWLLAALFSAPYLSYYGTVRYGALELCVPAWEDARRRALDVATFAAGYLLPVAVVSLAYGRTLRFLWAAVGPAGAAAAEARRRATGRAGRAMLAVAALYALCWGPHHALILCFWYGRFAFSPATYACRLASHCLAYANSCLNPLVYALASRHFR
IDE cell activ – activators of human insulin-degrading enzyme in cells | actives 0.073% (n = 340,000) | HEK cells, FAbeta-B cleavage, fluorescence polarization; 0% vehicle, 100% cell-free pure enzyme wells | activation, % at 5.96 µM;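 active = activation above the mean of all tested compounds plus 3 SD, set per screening campaign, cut at about 17% in these data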
p-CIP stab down – lowers stability of the mouse p/CIP coactivator protein; Q05BA5; F442A p/CIP-EGFP cells, EGFP fluorescence, 16 h; decrease of EGFP signal, % at 10 µM; actives 0.01% (n = 290,000);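 active = EGFP signal decrease of at least 30% at 10 µM or well 3 SD below plate mean, unless failing retest; inactive = the rest, including hits failing retest or dose response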; note: some compounds called inactive have numbers as strong as hits; many of its hits are not listed in these tables
IMP-1 inh – inhibitors of Pseudomonas aeruginosa IMP-1 metallo-beta-lactamase | purified IMP-1, nitrocefin hydrolysis, epi-absorbance fluorescence | inhibition, % at 5.6 µM | actives 0.45% (n = 290,000);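 active = inhibition above the mean plus 3 SD of all compounds in the same screening run, cut at about 4.5% in these data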;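 note: 0% = IMP-1 with DMSO and 100% = DMSO wells lacking enzyme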
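System: purified IMP-1 / Input: IMP-1 dispensed at 0.2 nM / Medium: 50 mM HEPES pH 7.1, 50 µM ZnSO4, 0.05% Brij 35 / Timing: 15 min enzyme–compound preincubation, then 25 min nitrocefin reaction, 25 °C / Technique: plate fluorescence quenching by hydrolysis product, ex 480/em 530 nm / Repeats: singlicate testing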
VIM-2 inhibitor – inhibitors of Pseudomonas aeruginosa VIM-2 metallo-beta-lactamase | AID 1527 | inhibition, % at 5.6 µM | purified VIM-2, nitrocefin hydrolysis, epi-absorbance fluorescence | actives 0.89% (n = 290,000);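 active = inhibition above the mean of all tested compounds plus 3 SD, cutoff set per screening run, cut at about 7.5% in these data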;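 note: red hydrolysis product quenches plate fluorescence so inhibitors raise well fluorescence; 0% = enzyme with DMSO and 100% = DMSO without enzyme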
NS3 helicase inh – HCV NS3 helicase inhibition; NS3 helicase DNA unwinding, Cy5 molecular beacon fluorescence; inhibition, % at 10.9 µM; actives 0.56% (n = 290,000); AID 1800;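 active = inhibition above the mean of all tested compounds plus 3 SD, set per campaign, cut at about 35% in these data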;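 note: 0% = DMSO wells and 100% = thioflavine S control wells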
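test system = hepatitis C virus NS3 helicase domain fragment enzyme | reagent = annealed dual-labelled DNA beacon duplex, ATP-started | times = 1 h at 25 °C | detection = Cy5 fluorescence, 0 and 60 min reads | read-out basis = percent inhibition from t60/t0 fluorescence ratio | control set = DMSO and thioflavine S | replication = one well per compound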
SUMO HTRF inh – inhibitors of human SUMOylation (UBC9); P63279; HTRF SUMOylation assay, SAE1/SAE2 + UBC9, in vitro; inhibition, % at 35 µM; actives 0.36% (n = 290,000); in the data active = inhibition above about 50%, passing the limit was not always enough; note: strong numbers were not always called active
Target sequence (P63279 whole entry, looked up): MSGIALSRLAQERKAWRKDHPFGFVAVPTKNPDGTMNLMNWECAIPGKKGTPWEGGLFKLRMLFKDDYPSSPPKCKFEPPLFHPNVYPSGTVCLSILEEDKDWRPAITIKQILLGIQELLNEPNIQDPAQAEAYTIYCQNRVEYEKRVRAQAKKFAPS
IDE cell inh – inhibitors of human insulin-degrading enzyme in cells; AID 434962; actives 0.41% (n = 320,000); HEK cells, FAbetaB cleavage, fluorescence polarization; inhibition, % at 5.59 µM;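 active = percent inhibition above the average of all tested compounds plus 3 SD, set per screening campaign, cut at about 16% in these data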;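 note: IDE supplied by intact live HEK cells; FP after avidin binding of uncleaved biotin substrate so inhibition keeps polarization high; 0% = DMSO wells and 100% = 60 µM reference IDE inhibitor Ii1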
CRFR2-BP antag – blocks CRF-induced signaling of the CRF-BP/CRF-R2 complex; HEK293 CRF-R2/CRF-BP, CRF-induced calcium fluorescence; inhibition, % at 11.8 µM; actives 0.59% (n = 350,000);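 active = inhibition of the ligand-induced calcium signal above about 50% at the single tested concentration, limit read from the data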
* = called active by the depositor; / = not tested or not shown.

GalR3 antagonist | IDE cell activ | p-CIP stab down | IMP-1 inh | VIM-2 inhibitor | NS3 helicase inh | SUMO HTRF inh | IDE cell inh | CRFR2-BP antag | compound
-3 | 3 | -9 | -0.1 | 1.6 | -2 | 19 | 3 | 8 | O=C(COc1ccc(Cl)cc1)NC1CCSC1=O (stereo not drawn)
/ | 1 | -7 | -0.3 | -4.8 | -2 | 18 | -2 | -1 | COCCNC(=O)CS(=O)Cc1nc(-c2ccc(OC)cc2)oc1C (stereo not drawn)
-5 | 6 | / | / | / | / | / | -7 | -27 | CCc1nnc(NC(=O)c2oc3ccccc3c2COC(C)C)s1
0 | 1 | -2 | -4.2 | -2.4 | 6 | 2 | 0 | 1 | CN(CC(=O)NC(=O)NCc1ccccc1)Cc1cccc(Cl)c1Cl
-2 | 2 | 9 | -1.4 | -2.3 | -1 | -12 | -3 | 7 | COc1ccc(NC(=O)CSCC(=O)NCCc2ccccn2)cc1
2 | / | -7 | -1.1 | 1.2 | 0 | 0 | -1 | -13 | O=C(O)CC1(CC(=O)Nc2ccc3c(c2)C(=O)OC3)CCCCC1
-8 | 2 | -5 | -3.4 | -3.2 | 6 | 1 | 5 | 17 | COc1ccc(CNC(=O)c2ccc(CS(=O)(=O)c3ccccc3C)o2)cc1
-3 | 4 | -11 | -2.7 | -1.1 | 3 | -4 | / | -14 | CCOc1ccc(N(CC(=O)Nc2c(C)n(C)n(-c3ccccc3)c2=O)S(=O)(=O)c2ccc(F)cc2)cc1
/ | 0 | 11 | -2.1 | -5.8 | -8 | -5 | 1 | 21 | COC(=O)Cn1ncc2c(C)n(Cc3ccccc3)c(C)c2c1=O
-4 | 4 | 2 | -1.7 | -2.7 | 2 | 3 | 0 | -8 | CCOCCCNC(=O)c1c[nH]c2cc(C)ccc2c1=O
2 | 6 | 9 | -1.1 | -2.9 | -4 | 3 | 0 | 69* | COc1cccc(NC(=O)COC(=O)c2ccccc2C(=O)N2CCN(c3ccccc3)CC2)c1
-5 | 4 | -6 | -4.9 | -5.4 | 4 | 96 | / | -25 | COc1ccc(-c2ccc(C(c3c(C)[nH][nH]c3=O)c3c(C)[nH][nH]c3=O)o2)c([N+](=O)[O-])c1
-8 | -2 | 0 | -3.9 | -2.4 | 6 | 5 | 3 | 1 | Cc1cc(N2CCN(Cc3ccc4c(c3)OCO4)CC2)n2ncnc2n1
0 | 1 | -2 | -0.1 | 0.3 | 5 | 8 | 2 | 0 | Cc1ccc2c(c1)-c1c(cnn1CC(=O)O)CO2
0 | 3 | -2 | -3.9 | -3.2 | 2 | 14 | 1 | -2 | CCn1cc(C(=O)O)c(=O)c2cc(F)c(N3CCN(C(=S)NC(=O)c4ccccc4)CC3)cc21
0 | 1 | -1 | -0.1 | -0.9 | 8 | 0 | 1 | 8 | CC(=O)Oc1cccc(-c2nc3ccccc3c(=O)o2)c1
-4 | 4 | 1 | -2.5 | -5.1 | 8 | 22 | -3 | 13 | O=C(NC1CCNCC1)C1CC1
0 | -5 | 11 | -2.3 | 7.7* | -2 | 4 | 9 | -7 | OCCSc1nc(-c2cccnc2)nc2ccccc12
-5 | 2 | 18 | -1.6 | -2.7 | 9 | -8 | 4 | 10 | Cc1ccc(S(=O)(=O)NNC2=NCCCCC2)cc1
-3 | 1 | / | / | / | / | / | 5 | -7 | CN(C)S(=O)(=O)c1ccc(C(=O)OCC(=O)N2CC3(C)CC2CC(C)(C)C3)cc1 (stereo not drawn)
-2 | 5 | 4 | -0.4 | -2.3 | 4 | 6 | 5 | 2 | Cc1nc(CN2CCN(C(=O)c3ccc(Br)cc3)CC2)cs1
-4 | 3 | 14 | -3.5 | -3.3 | -2 | 24 | -1 | 10 | Cc1ccccc1NC(=O)NCc1ccc2c(c1)OCO2
-1 | / | -3 | -2.7 | -0.9 | 1 | -8 | 3 | -9 | NC(=O)[C@@H]1CCCNc2c(I)cc([N+](=O)[O-])cc2C(=O)N[C@@H](CO)C(=O)NCC(=O)N1
0 | 2 | 0 | -2.8 | -1.1 | 2 | 1 | 2 | -12 | O=C(COC(=O)/C=C/c1ccc(F)cc1)Nc1ccc(Cl)cn1
0 | 4 | / | / | / | / | / | 9 | -10 | COc1ccc(CCN(C)C(=O)COc2cccc(-n3cnnn3)c2)cc1OC
1 | 0 | -13 | 0.7 | -1.5 | 8 | 12 | 2 | 5 | O=S(=O)(NCc1cn2ccsc2n1)c1ccc(Oc2ccccc2)cc1
-5 | 2 | 21 | 0.2 | 2.1 | -2 | 23 | 3 | 3 | Cc1ccc2[nH]c3c(c2c1)CCCC3=O
-4 | -1 | 5 | -2.7 | -2.1 | -3 | -14 | -4 | -23 | CCc1ccc(NC(=O)c2cccc(C(=O)Nc3ccc(CC)cc3)n2)cc1
/ | 3 | -8 | -2.8 | -1.2 | 5 | 10 | -2 | -4 | C/[N+]([O-])=C\c1ccc([N+](=O)[O-])o1
-2 | 4 | -3 | -0.9 | 0.1 | 0 | 8 | 0 | 16 | Cc1c(C(=O)Nc2c(C)n(C)n(-c3ccccc3)c2=O)oc2ccccc12
-6 | 1 | 9 | -1.0 | -2.4 | -6 | 7 | 5 | -19 | CSc1ccc(/C=C(/NC(=O)c2ccccc2)C(=O)N2CCN(C)CC2)cc1
-7 | 7 | -27 | -1.8 | 0.1 | -2 | 4 | -3 | 6 | C[C@H](NC(=O)C1CC(=O)N(c2ccc3c(c2)OCO3)C1)C(=O)NC1CCCC1 (stereo partly drawn)
-6 | -3 | 5 | 3.5 | -3.3 | -4 | -9 | 2 | -3 | Cc1sc(NC(=O)c2cccc([N+](=O)[O-])c2)c(C(N)=O)c1-c1ccc(C(C)(C)C)cc1
-6 | 3 | -13 | -1.7 | -2.3 | -2 | -13 | 6 | 9 | CCOc1cc(C(=S)N2CCCCC2)ccc1OS(=O)(=O)c1ccc(Cl)cc1
-3 | -2 | / | / | / | / | / | 1 | -6 | CCn1ncc(C(=O)Nc2ccc(F)cc2)c1C
-6 | 8 | 3 | -1.7 | -1.0 | -5 | -8 | 2 | -10 | O=C(Cn1cnc2ccccc21)c1ccc(Br)cc1
0 | 3 | 0 | -1.2 | -2.3 | 4 | 12 | 7 | -6 | CC1(C)CC(=O)C/C(=N\NC(=O)C2C3CCCCC32)C1 (stereo not drawn)
0 | 5 | -8 | -4.6 | -1.5 | -4 | 23 | -6 | 13 | Cc1cccc2c1NC(C)CC2C (stereo not drawn)
/ | -5 | 2 | -2.1 | -2.5 | -5 | -3 | 0 | 2 | COc1ccc(C2CC(c3cccs3)=NN2C(=O)CSc2nc3c(cnn3-c3ccccc3)c(=O)[nH]2)cc1 (stereo not drawn)
-7 | -4 | -10 | -3.6 | -1.6 | -1 | 18 | 0 | 0 | COc1cc(C(=S)N2CCOCC2)ccc1OC(=O)c1ccccc1
0 | 0 | -7 | -4.5 | -3.5 | 10 | 20 | -5 | -2 | CCOC(=O)c1cc(C#N)c(=S)[nH]c1C
-1 | 2 | -6 | -3.0 | -1.1 | 1 | 9 | -5 | 1 | CCOC(=O)CNc1ccc2c(c1)OCO2
4 | 0 | -14 | -1.9 | 2.1 | 2 | 4 | 3 | 17 | COc1cccc(N2CCN(C(=O)c3cccc(NC4=NC5CS(=O)(=O)CC5S4)c3)CC2)c1 (stereo not drawn)
-6 | 0 | / | / | / | / | / | 5 | 10 | CC(C)(C)OC(=O)N1CCC(CC2CC(c3ccccc3)=NO2)(C(=O)NCc2ccccc2)CC1 (stereo not drawn)
-2 | 1 | 5 | -2.8 | -1.2 | 7 | 5 | -1 | 6 | CCCn1c(SCC(=O)c2ccc(OC)c(OC)c2)nc2c1c(=O)n(C)c(=O)n2C
-3 | -4 | / | / | / | / | / | 1 | -5 | Cc1onc(-c2ccccc2)c1C(=O)OCC(=O)N(C)c1ccccc1
-6 | 0 | -10 | -1.0 | -2.6 | 11 | 16 | 1 | -3 | Cc1csc(NC(=O)Cc2ccccc2Cl)n1
-4 | 1 | 4 | -3.3 | -2.1 | -1 | 0 | -3 | -1 | COCc1nnc(NC(=O)c2ccc(Cl)cc2[N+](=O)[O-])s1
-4 | 0 | -7 | -3.4 | -1.2 | -3 | 6 | -5 | -22 | Cc1ccc(-c2nc(C3CCN(S(=O)(=O)c4ccc(C(F)(F)F)cc4)CC3)no2)cc1
-8 | 2 | / | / | / | / | / | 6 | 4 | COc1ccccc1C=NNC(=O)c1ccccc1OCCOc1ccccc1
-5 | 2 | -12 | -1.2 | 2.6 | 7 | 14 | 5 | 10 | CCN1C(=O)S/C(=C/c2ccsc2)C1=O
0 | 0 | -5 | -3.1 | -3.0 | -8 | 5 | 3 | -7 | N#CCCn1cc(/C=N/NC(N)=S)c(-c2ccc(Br)cc2)n1
-5 | 3 | 8 | -3.8 | -4.3 | 6 | -8 | -2 | -1 | C/C(CC(=O)Nc1ccccn1)=N\NC(=O)c1ccc([N+](=O)[O-])cc1Cl
-6 | 0 | / | / | / | / | / | 1 | -9 | CCN(C[C@H]1N[C@@](Cc2ccccc2)(C(=O)OC)[C@H]2C(=O)N(Cc3ccccc3)C(=O)[C@@H]12)C(=O)Nc1ccc(F)cc1
-4 | 11 | -14 | -1.6 | 1.5 | 5 | 14 | -1 | -8 | COc1ccccc1OCCn1cc(/C=C(\C#N)C(=O)NCc2cccs2)c2ccccc21

Screening results from PubChem.
